Bioassay records as filed in PubChem BioAssay.
RAM inhibit: inhibitors of the yeast RAM network, primary screen, dse1pr::URA3 reporter, 5-FOA selection | hit rate 1.8% among 190,000 | AID 868, 2007 | S. cerevisiae dse1pr::URA3 reporter, 5-FOA growth OD615, 2 d; analog-sensitive cbk1-as2 kinase mutant strain | inhibition, % at 50 µM;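 active = inhibition above a set limit, 3 SD over mean compound inhibition, cut at about 8.4% in these data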;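 note: 0% = DMSO-only wells with no growth and 100% = 10 µM 1-NA-PP1 full growth; inhibition rescues growth on 5-FOA so higher OD means more RAM inhibition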
TNAP inh noacc: human TNAP enzyme inhibitors, primary screen, biochemical, luminescent, no phosphate acceptor, uHTS; Alkaline phosphatase, tissue-nonspecific isozyme (Homo sapiens), P05186; purified TNAP, CDP-star luminescence, 30 min; inhibition, % at 20 µM; hit rate 0.26% among 200,000; AID 1012, 2008;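 active = tissue-nonspecific alkaline phosphatase inhibition above about 50% at 20 µM in the single-dose screen, limit read from the data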;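 note: 0% = DMSO negative control and 100% = EDTA positive control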
Target sequence (P05186 whole entry, looked up): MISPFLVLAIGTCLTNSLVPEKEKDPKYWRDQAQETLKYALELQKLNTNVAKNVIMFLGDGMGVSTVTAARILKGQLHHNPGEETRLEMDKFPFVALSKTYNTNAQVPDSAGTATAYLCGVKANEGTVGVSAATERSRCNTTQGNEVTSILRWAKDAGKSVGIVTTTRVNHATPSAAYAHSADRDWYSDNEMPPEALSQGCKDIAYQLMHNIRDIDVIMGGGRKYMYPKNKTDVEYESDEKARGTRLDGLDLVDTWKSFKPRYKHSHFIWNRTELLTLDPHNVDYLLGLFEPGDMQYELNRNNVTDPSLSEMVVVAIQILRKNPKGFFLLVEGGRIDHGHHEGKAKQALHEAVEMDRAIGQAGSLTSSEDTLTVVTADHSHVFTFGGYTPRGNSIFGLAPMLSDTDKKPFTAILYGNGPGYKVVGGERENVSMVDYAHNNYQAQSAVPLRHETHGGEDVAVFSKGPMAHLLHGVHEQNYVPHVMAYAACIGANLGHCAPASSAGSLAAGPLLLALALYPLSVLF
PMI act: activators of human PMI, primary screen, biochemical, fluorescence intensity, near-Km mannose 6-phosphate. purified human PMI, coupled resazurin fluorescence, 20 min; hits give high values; 1 = vehicle control, 0 substrate-free wells. hit rate 0.005% among 190,000. Mannose-6-phosphate isomerase (Homo sapiens), P34949. activation factor at 20 µM;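 active = activation factor of 2 or more at 20 µM, relative to plate controls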
Target sequence (P34949 whole entry, looked up): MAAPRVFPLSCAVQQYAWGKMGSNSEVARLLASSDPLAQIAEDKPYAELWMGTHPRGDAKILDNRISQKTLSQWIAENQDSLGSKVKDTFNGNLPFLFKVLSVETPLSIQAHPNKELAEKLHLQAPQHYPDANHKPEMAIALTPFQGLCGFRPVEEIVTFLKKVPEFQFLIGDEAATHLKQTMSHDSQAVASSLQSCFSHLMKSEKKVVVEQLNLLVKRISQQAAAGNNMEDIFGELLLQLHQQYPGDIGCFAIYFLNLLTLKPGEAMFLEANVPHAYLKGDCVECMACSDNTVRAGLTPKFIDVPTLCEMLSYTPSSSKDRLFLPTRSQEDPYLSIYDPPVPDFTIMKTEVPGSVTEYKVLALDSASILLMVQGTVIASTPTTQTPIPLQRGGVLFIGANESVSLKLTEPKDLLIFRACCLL
Lmaj promast: Leishmania major promastigote growth inhibition, primary screen | inhibition, % at 10 µM | AID 1063, 2008 | hit rate 9% among 200,000 | Leishmania major promastigotes, resazurin fluorescence viability; in the data active = inhibition above about 50%;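 note: promastigotes grown with compound for 44 hours at 28 °C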
Redox H2O2 prof: compounds producing H2O2 with reducing agent – biochemical, NIH compound library profiling, artefact control for MLSCN library redox annotation, primary screen | DTT-dependent redox cycling H2O2, phenol red/HRP absorbance; 100% = 100 µM peroxide control, 0% = buffer | activation, % at 10 µM | hit rate 0.03% among 200,000;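 active = activation of at least 50% relative to the plate's high and low controls in the primary single-dose screen; inactive = activation below 50%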;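 note: compound incubated with DTT at 0.8 mM final as the reducing agent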
Hsp70 activator: Hsp70 transcriptional activators, primary screen, cell-based, HeLa, Hsp70 promoter luciferase, luminescence, 10 µM | HeLa Hsp70 promoter luciferase reporter; scaled: vehicle 0, proteasome-inhibitor control 100% | AID 1203, 2008 | activation, % at 10 µM | hit rate 0.04% among 200,000;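 active = activation above the mean across all tested compounds plus 3 SD, cutoff set per campaign, cut at about 5.5% in these data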;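 note: 100% = MG132 at 30 µM as the positive control and 0% = DMSO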
PMI act satM6P: human PMI activators, high substrate, primary screen, biochemical, fluorescence intensity, near-saturating mannose 6-phosphate. hit rate 0.34% among 190,000. Mannose-6-phosphate isomerase (Homo sapiens), P34949. AID 1216, 2008. coupled PMI enzyme assay, resazurin fluorescence, 20 min; hits give high values; 1 = untreated enzyme, 0 = substrate-free blank. activation factor at 20 µM;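 active = activation factor of 2 or more at 20 µM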
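Test system: human phosphomannose isomerase with PGI, G6PDH, diaphorase coupling enzymes; amount: 15 ng/mL PMI; incubation: enzyme reaction with compound 20 min at room temperature; technique: resorufin fluorescence (Ex 544/Em 590 nm) from resazurin via diaphorase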
S1P3 antagonist: S1P3 receptor antagonists, primary screen, cell-based | Sphingosine 1-phosphate receptor 3 (Homo sapiens), Q99500 | CHO S1P3 NFAT-BLA reporter, FRET fluorescence, antagonist mode | inhibition, % at 4.98 µM | hit rate 0.27% among 170,000;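 active = inhibition above the plate cutoff, the mean inhibition of test wells on that plate plus 3 SD, cut at about 28% in these data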;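 note: cells challenged with S1P at its EC80 of 0.8 µM; blue over green emission ratio from cleaved BLA substrate after 4 h stimulation; 0% = S1P-stimulated wells and 100% = unstimulated DMSO-only wells; some compounds past the cut are filed as inactive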
TNAP inh hiacc: human TNAP enzyme inhibitors, primary screen, biochemical, luminescent, high phosphate acceptor level, uHTS. hit rate 0.03% among 200,000. purified TNAP, CDP-star luminescence, 1 M DEA. Alkaline phosphatase, tissue-nonspecific isozyme (Homo sapiens), P05186. inhibition, % at 20 µM;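 active = over 50% inhibition of tissue-nonspecific alkaline phosphatase at 20 µM in the single-dose screen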;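 note: plate controls were DMSO wells for no effect and EDTA-quenched wells as full inhibition for full effect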
Efa HMGR inh: inhibitors of E. faecalis class II HMGR, primary screen, biochemical, Enterococcus faecalis; hit rate 0.41% among 190,000; purified E. faecalis HMGR, NADPH absorbance 340 nm kinetic; inhibition, % at 10 µM;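 active = inhibition above a set limit, the median over all tested compounds plus 3 SD, cut at about 9.5% in these data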;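 note: enzyme runs in reverse so mevalonate oxidation gives rising NADPH absorbance; 0% = complete reaction with DMSO and 100% = background rate lacking mevalonate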
* = called active by the depositor; . = not tested or not shown.

nr	SMILES	RAM inhibit	TNAP inh noacc	PMI act	Lmaj promast	Redox H2O2 prof	Hsp70 activator	PMI act satM6P	S1P3 antagonist	TNAP inh hiacc	Efa HMGR inh
1	Cc1ccccc1OCC(=O)N/N=C/C=C/c1ccccc1	1.6	-16	1	1	-0.8	0.0	1	-8	-6	3
2	COc1ccc(C2=NOC(C(=O)NCc3ccccn3)C2)cc1 (stereo unspecified)	1.4	4	1	1	-2.8	-0.2	1.1	.	0	-7
3	COC(=O)NCN1C(=O)C2C3C=CC(C3)C2C1=O (stereo unspecified)	0.0	-13	1	0	-0.8	-0.4	1.1	-12	-6	-4
4	CCCn1c(C)cc(C(=O)COC(=O)CN=C2NS(=O)(=O)c3ccccc32)c1C	1.8	9	1	55*	-0.4	-0.3	1	-2	-3	0
5	Cc1cc(C)n(-c2ccc(C(=O)N3CCc4ccccc43)cc2)n1	1.7	-5	1	2	3.6	0.1	0.9	-8	-3	-1
6	Cc1nnc(SCc2ccc(Cl)c(Cl)c2)s1	-0.1	-9	0.9	-2	-1.0	-0.3	0.9	-1	-8	-2
7	O=C1/C(=C/c2cccs2)CCC1C1CCCC1 (stereo unspecified)	2.3	-11	1	-10	-0.4	0.5	1	8	-4	-1
8	COc1nonc1NCn1nc(C)cc1C	0.9	-9	1	-7	0.4	0.2	1	-9	-1	-4
9	CC(C)n1nnnc1SCC(=O)NCCc1ccccc1	0.5	-8	1	-5	1.8	-0.1	1	.	-1	0
10	COc1ccc(-c2nc(C#N)c(N3CCCCCC3)o2)cc1	8.1	-8	0.8	7	0.1	0.0	0.8	13	2	-3
11	CC(=O)Nc1ccccc1-c1nn[nH]n1	0.8	-15	1	-5	0.4	-0.3	1	.	-4	-6
12	O=C(COc1ccccc1)Nc1ncccn1	0.1	-5	1	-2	0.2	-0.5	1	.	-9	1
13	N#Cc1ccc(CSc2nnc(-c3ccccn3)n2-c2ccc(Cl)cc2)cc1	3.0	-9	0.9	-5	0.4	-0.3	1	-32	-4	-3
14	CC(C)OCC1CC(CC(=O)NC(=S)Nc2cccc([N+](=O)[O-])c2)C(=O)O1 (stereo unspecified)	0.4	-4	1	-5	0.2	-0.2	1.1	.	-4	1
15	Cc1c(N2C(=O)C(=O)/C(=C(/O)c3ccccc3)C2c2ccc(F)cc2)c(=O)n(-c2ccccc2)n1C (stereo unspecified)	-0.5	-4	1.1	-9	0.3	-0.3	1.1	3	2	1
16	O=C(NCc1ccccc1)C(c1ccncc1)N(C(=O)c1csnn1)C1CC1 (stereo unspecified)	1.5	-2	1.1	-6	-3.7	-0.1	1.1	.	-7	0
17	COc1ccc([N+](=O)[O-])cc1C(=O)Nc1ccc(OCC(=O)N2CCOCC2)cc1	-1.3	-8	1.3	-6	0.1	-0.2	1	16	-4	-2
18	CS(=O)(=O)N(CCc1ccccc1)CC(=O)N1CCN(c2ccccc2F)CC1	-0.1	-4	1	0	1.7	0.0	1.1	-43	4	-4
19	COc1ccc(S(=O)(=O)N2c3ccccc3OCC2c2ccccc2)cc1 (stereo unspecified)	6.2	11	0.8	26	-4.7	-0.4	0.8	.	-3	1
20	CC1(C)C(=O)Nc2ccccc2N1C(=O)CN1C(=O)c2ccccc2C1=O	-0.2	-12	1	-7	-0.1	-0.1	1	-6	-8	-6
21	Cc1ccc(NC(=S)N=Nc2c(O)[nH]c3ccccc23)cc1	8.3	-13	1	91*	-1.9	-0.2	1	-10	22	-3
22	CCOC(=O)c1ccc(NC(=S)N2CCC(C(N)=O)CC2)cc1	-0.8	-10	0.9	-5	0.6	-0.4	1	6	-1	2
23	CCC1CCc2c(sc(NC(=O)c3ccoc3C)c2C(N)=O)C1 (stereo unspecified)	3.2	-8	0.8	9	0.6	-0.3	0.9	4	-6	3
24	CCOC(=O)c1c(-c2ccccc2)nc2cc(C)ccn12	-1.1	-2	1	26	21	0.0	0.9	.	-4	-1
25	O=S(=O)(/N=C(/Nc1ccccc1F)c1ccccc1)c1ccccc1	1.6	-19	1	-1	0.1	-0.1	1.1	.	-2	1
26	CCCCc1cc(=O)oc2cc(OCC(=O)N(CC)CC)ccc12	0.0	1	1	3	0.2	0.2	1	.	-4	3
27	N=C(SC1CC(=O)N(c2ccc(F)cc2)C1=O)N1N=C(c2ccccc2)CC1c1ccccc1 (stereo unspecified)	1.1	-4	1	16	0.7	0.1	1.1	-13	-1	-1
28	Nc1c(S(=O)(=O)c2cccs2)c2nc3ccccc3nc2n1/N=C/c1cccc(O)c1	5.2	-7	0.8	58*	2.2	-0.1	0.8	-44	-5	-1
29	CSc1ccccc1-c1nnc(-c2ccc(Cl)cc2)o1	16*	-1	0.9	-9	3.0	0.0	1	.	-3	-5
30	O=C1OC(c2ccccc2)=NC12CC2c1ccc(Cl)cc1 (stereo unspecified)	1.1	-12	1	-3	-0.3	-0.1	1	0	-3	1
31	O=C(CSc1ccccc1)N[C@@H](Cc1ccccc1)C(=O)O	1.5	-13	1	-4	0.2	0.0	1	-20	-9	3
32	CCCCOC(=O)C1CN(c2ccccc2)N=C1C(C)=O (stereo unspecified)	-0.8	-12	1	-4	-0.2	-0.2	1.1	7	-5	0

4 entries from above, with one line to a screen:
[26] CCCCc1cc(=O)oc2cc(OCC(=O)N(CC)CC)ccc12
[27] N=C(SC1CC(=O)N(c2ccc(F)cc2)C1=O)N1N=C(c2ccccc2)CC1c1ccccc1 (stereo unspecified)
[28] Nc1c(S(=O)(=O)c2cccs2)c2nc3ccccc3nc2n1/N=C/c1cccc(O)c1
[29] CSc1ccccc1-c1nnc(-c2ccc(Cl)cc2)o1

Assay by compound,26,27,28,29
RAM inhibit,0.0,1.1,5.2,16*
TNAP inh noacc,1,-4,-7,-1
PMI act,1,1,0.8,0.9
Lmaj promast,3,16,58*,-9
Redox H2O2 prof,0.2,0.7,2.2,3.0
Hsp70 activator,0.2,0.1,-0.1,0.0
PMI act satM6P,1,1.1,0.8,1
S1P3 antagonist,.,-13,-44,.
TNAP inh hiacc,-4,-1,-5,-3
Efa HMGR inh,3,-1,-1,-5

(further entries)
nr	SMILES	RAM inhibit	TNAP inh noacc	PMI act	Lmaj promast	Redox H2O2 prof	Hsp70 activator	PMI act satM6P	S1P3 antagonist	TNAP inh hiacc	Efa HMGR inh
33	COc1cc2c(cc1OC)-c1nnc(C)n1C1(CCCC1)C2	2.0	-10	1	11	-0.3	-0.4	1	5	-6	2
34	CCC1(CC)Cc2ccccc2C(CC(=O)N2CCOCC2)=N1	0.4	-15	1.3	1	0.0	-0.1	1.5	.	0	3
35	CC(=O)C1=C(C)NC(SCC(N)=O)=C(C#N)C1c1sccc1C (stereo unspecified)	0.0	-5	1	-4	0.1	-0.2	1	.	-6	4
36	CO/N=C/CC(=O)c1cnc(-c2ccccc2)s1	3.7	-1	1	26	-1.2	-0.3	0.4	-32	3	-2
37	CS(=O)(=O)N(Cc1ccc(C(=O)N2CCc3ccccc3C2)cc1)c1ccccc1	4.2	-10	1	1	-0.8	-0.1	0.9	-9	-3	0
38	COc1ccc(N2C(=O)CCC(C(=O)N3CCN(c4ccccn4)CC3)C2c2ccc(F)cc2)cc1 (stereo unspecified)	-1.6	-10	1	0	-0.6	-0.2	1	-18	1	2
39	CC(C)CN1C(=O)c2ccc(C(=O)Nc3ccncc3)cc2C1=O	3.5	-10	1	-3	-0.7	-0.3	0.9	-1	-6	0
40	CCOc1ccc(N2C(=O)CC(SCc3nc4ccccc4[nH]3)C2=O)cc1 (stereo unspecified)	0.0	-5	0.9	7	-8.5	-0.2	0.9	-12	-7	-8
41	N#Cc1c(C(F)(F)F)cc(-c2cccs2)nc1SCc1ccc(Cl)nc1	4.4	-8	1	5	-1.3	-0.3	1.1	.	-6	5
42	CCCNC(=O)c1ccc(C2SCC(=O)N2Cc2ccccc2)cc1 (stereo unspecified)	-1.3	-5	0.9	18	0.0	-0.4	0.8	-1	-4	-1
43	Cc1ccc(S(=O)(=O)N2CCOCC2)cc1N/N=C(\C#N)c1nc2ccccc2[nH]1	2.8	-1	0.9	43	0.2	-0.6	0.8	6	12	-8
44	COC(=O)c1ccc2nc(Nc3nc4c(F)cc(F)cc4s3)sc2c1	4.2	-162	1	52*	-0.1	-0.4	0.9	-14	-2	3
45	Cc1nn(C)c(C)c1S(=O)(=O)N(CC(=O)Nc1ccc2c(c1)OCO2)c1ccc(C(C)C)cc1	3.2	-12	0.9	50*	-0.4	-0.2	0.9	-3	-4	-4
46	O=C(c1ccc(CS(=O)(=O)c2ccc(Br)cc2)o1)N1CCCCCC1	0.9	-17	1	7	0.4	0.1	1	19	-5	3
47	CCC(CO)Nc1nc(CN2CCCCC2)nc2scc(-c3ccccc3)c12 (stereo unspecified)	0.1	-6	1	37	0.5	-0.6	1	4	5	-9
48	CCOC(=O)N/N=C/c1ccc(F)cc1F	1.9	-2	0.9	-4	0.3	-0.4	0.9	2	0	0
49	CCCCOCCCNC(=O)CC(C)c1ccccc1 (stereo unspecified)	-0.1	-6	1	-3	-0.9	-0.2	1.1	-14	0	-3
50	Cc1cccc(-n2c(C)n[nH]c2=S)c1C	0.4	12	1	-6	1.6	-0.1	0.9	.	-1	4
51	CNC(=S)N1CCN(c2ccccc2OC)CC1	1.3	-3	0.9	-2	-0.1	0.0	0.8	.	1	0
52	CCCCC(=O)NC1(C(F)(F)F)C(=O)Nc2c1c(=O)[nH]c(=O)n2Cc1ccco1 (stereo unspecified)	-0.2	-12	0.8	-1	2.5	-0.1	0.9	-19	-1	0
53	CCOC(=O)C1(CC2CCCCO2)CCN(Cc2cc3ccccc3[nH]2)CC1 (stereo unspecified)	-1.2	-3	.	67*	0.9	0.0	.	-7	-3	-4
54	O=c1c2c(nc3nc(NCc4ccccc4Cl)[nH]n13)CCC2	0.1	-16	1.1	-7	0.0	-0.1	1.1	-6	-4	5
55	CCOC(=O)/C(C#N)=C/c1cn(CCC(=O)O)nc1-c1ccccc1	2.0	-15	1	3	0.3	-0.5	1	-12	-2	-6
56	O=C1NC(=O)C(c2cn(-c3ccccc3)nc2-c2ccc(F)cc2)N1 (stereo unspecified)	-0.6	-11	0.9	-2	0.5	0.3	0.9	.	-10	-6
